KDM5B inh: KDM5B demethylase inhibition | AID 1347165 | 2.6% of 220,000 active | Potency, µM (highest dose often 57.7 µM), inactives show at the top dose activity change, negative = inhibition, usual class: inhibitors | KDM5B demethylase, FDH-coupled NADH fluorescence (FDH is formaldehyde dehydrogenase); active = well fitted inhibition curve with a large enough effect; inconclusive = small, poorly fitted or top-dose-only effect; inactive = no such curve, though single readings can be large or run the other way; note: 0% is about no effect; nearly all actives have a fitted effect of over 70% in size
Target sequence (Q9UGL1 whole entry, looked up): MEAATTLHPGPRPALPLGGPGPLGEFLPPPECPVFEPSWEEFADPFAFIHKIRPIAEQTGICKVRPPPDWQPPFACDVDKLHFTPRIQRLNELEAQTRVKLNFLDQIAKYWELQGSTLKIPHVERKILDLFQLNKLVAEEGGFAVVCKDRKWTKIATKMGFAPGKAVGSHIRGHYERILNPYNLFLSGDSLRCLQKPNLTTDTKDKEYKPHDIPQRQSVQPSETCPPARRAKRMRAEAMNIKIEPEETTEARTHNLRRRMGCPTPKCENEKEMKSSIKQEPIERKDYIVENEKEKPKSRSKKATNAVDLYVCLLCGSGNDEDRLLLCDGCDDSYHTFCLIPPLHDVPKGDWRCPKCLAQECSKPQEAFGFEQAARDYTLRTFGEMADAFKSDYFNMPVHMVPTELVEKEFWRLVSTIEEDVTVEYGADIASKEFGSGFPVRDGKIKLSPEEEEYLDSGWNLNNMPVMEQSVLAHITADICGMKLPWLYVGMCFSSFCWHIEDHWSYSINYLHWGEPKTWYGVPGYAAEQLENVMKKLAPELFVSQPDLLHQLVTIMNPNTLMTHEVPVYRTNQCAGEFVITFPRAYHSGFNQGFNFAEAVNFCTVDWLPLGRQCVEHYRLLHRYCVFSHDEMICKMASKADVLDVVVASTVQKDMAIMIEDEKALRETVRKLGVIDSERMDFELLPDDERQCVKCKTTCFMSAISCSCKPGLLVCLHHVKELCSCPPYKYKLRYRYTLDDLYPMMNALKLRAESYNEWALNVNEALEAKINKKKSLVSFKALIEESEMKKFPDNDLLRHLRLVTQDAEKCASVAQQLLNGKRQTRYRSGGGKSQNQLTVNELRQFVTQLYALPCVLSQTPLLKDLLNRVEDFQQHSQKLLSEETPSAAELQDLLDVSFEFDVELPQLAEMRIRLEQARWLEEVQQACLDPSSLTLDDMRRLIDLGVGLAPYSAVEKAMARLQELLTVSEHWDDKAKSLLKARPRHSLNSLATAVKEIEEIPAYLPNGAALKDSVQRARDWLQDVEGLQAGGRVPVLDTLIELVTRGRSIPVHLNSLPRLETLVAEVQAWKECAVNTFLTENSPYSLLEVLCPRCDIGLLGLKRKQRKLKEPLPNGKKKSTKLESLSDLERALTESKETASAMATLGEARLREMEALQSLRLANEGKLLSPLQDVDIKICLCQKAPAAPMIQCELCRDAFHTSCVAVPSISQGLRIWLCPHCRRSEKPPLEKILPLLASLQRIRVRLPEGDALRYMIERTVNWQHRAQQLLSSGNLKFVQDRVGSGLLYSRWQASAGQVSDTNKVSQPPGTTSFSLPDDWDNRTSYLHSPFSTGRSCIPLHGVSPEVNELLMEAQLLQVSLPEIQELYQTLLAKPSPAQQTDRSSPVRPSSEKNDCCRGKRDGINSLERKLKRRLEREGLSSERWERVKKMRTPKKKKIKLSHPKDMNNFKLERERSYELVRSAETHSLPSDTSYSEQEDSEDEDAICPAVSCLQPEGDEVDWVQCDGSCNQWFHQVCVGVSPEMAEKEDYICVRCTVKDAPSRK
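Measured: NADH fluorescence change, 30 min, RT. System: KDM5BΔAP 200 nM final, H3K4me3 peptide, α-KG, Fe(II), ascorbate, NAD⁺ plus FDH, pH 7.5 HEPES. Compounds: titrated, 10 min pre-incubation with enzyme.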
Starred values were filed as active, the others as inactive; i = inactive; ? = inconclusive; [ ] = remark or other dose. Potency is the fitted concentration of half-maximal effect. Not all compounds are listed; rates above refer to the full screens.

SMILES | KDM5B inh
CCc1ccc(NC(=O)c2ccc(CN3C(=O)C(C)=C(c4ccc(C)cc4)S3(=O)=O)cc2)cc1 | -10%
Cc1ccc(NC(=O)CC2Sc3ccccc3NC2=O)c(Br)c1 (stereo not given) | -34%
Cc1nc(C)c(C(=O)N2CCC[C@H](n3c(=O)n(Cc4ccccc4)c4cccnc43)C2)s1 | -5%
CC(C)c1ccccc1NC(=O)COc1ncnc2ccc(Br)cc12 | -5%
Cc1cc(-c2nccc3c(=O)cc(N(C)c4ccccc4)oc23)ccn1 | ?
COCCOc1cc(NC(=O)c2n[nH]c(=O)c3ccccc23)ccc1OC | 18%
O=C(NCc1nnc2n1C(C(=O)O)CC2)c1ccc(F)cc1 (stereo not given) | 45µM*
CCN(CC)c1ccc(NS(=O)(=O)c2cc(-c3onc(C)c3C)ccc2OC)c(C)c1 | ?
CCn1ncc(N2CCCC(CC(=O)NCc3ccc(C)c(C)c3)C2)cc1=O (stereo not given) | 27%
COc1ccccc1CNC(=O)c1sc(NC(C)C)nc1C | 15%
COc1ccc(-c2ccc3c(N)c(C(=O)NCc4ccc(C)cc4)sc3n2)cc1 | ?
COc1ccccc1C(=O)N1CCC2(CC1)OC(=O)N(CCOc1ccccc1)C2(C)c1cccnc1 (stereo not given) | -26%
CN1Cc2ncnc(NCC3CC3)c2CN(c2ccccc2)C1=O | -29%[86.2 µM]
CCN1CCc2[nH]cnc2C12CCN(C(=O)Cc1c[nH]c(=O)[nH]c1=O)CC2 | ?
Cc1cccc(C)c1OCC(=O)Nc1nc(-c2ccc(Br)cc2)ns1 | 1%
Cc1cccc(-c2nc3c(cnn3-c3ccccc3)c(=O)n2-c2cccc(Cl)c2)c1 | ?
CCOC(=O)c1c(NC(=O)c2cc(C(C)C)on2)sc(C(C)=O)c1C | -27%
Cc1ccsc1C(=O)N1CCC2(CC1)CC(N(Cc1ccc(F)cc1)C1CC1)CCO2 (stereo not given) | 11%
CCCCCCCCCCCCC(NC(C)=O)(C(=O)OCC)C(=O)OCC | -2%
CC(C)CC(=O)Nc1ncc([N+](=O)[O-])s1 | -22%
COc1ccc(Nc2nc(N)c(C(=O)c3ccc(Br)cc3)s2)cc1 | -17%
COC(=O)Cn1c(=O)c2c3c(sc2n(Cc2ccccc2)c1=O)CCC3 | 10%
COc1c[nH]c(CN2CCN(C)C3(CCC(=O)N(C)CC3)C2)cc1=O (stereo not given) | -8%
Cc1ccc(S(=O)(=O)Nc2cc(=O)[nH]c(SCC(=O)Nc3ccccc3C(F)(F)F)n2)cc1 | -3%
COc1ccc(C(=O)NCC(=O)OCC(=O)N(C)c2ccccc2)cc1 | 11%

The results go on:
SMILES | KDM5B inh
COc1ccccc1NC(=O)CN(Cc1ccco1)C(=O)c1cc(=O)c2ccccc2o1 | 11%
CCOC(=O)c1sc2cccc(F)c2c1S(=O)(=O)NCc1ccccc1Cl | -15%
Cc1ccc2c(C=O)c[nH]c2c1 | 9%
Cc1c(C(C)NC(=O)c2ccccc2-c2ncn[nH]2)cnn1-c1ccccn1 (stereo not given) | -28%
CNS(=O)(=O)c1cc(-c2nn3c(C)nnc3c3ccccc23)ccc1C | ?
O=C(/C=C/Nc1cccc2ccccc12)C(F)(F)F | ?
Cc1ccc(C)n1-c1nnc(N2CCCC(C(=O)Nc3ccc(C(C)C)cc3)C2)s1 (stereo not given) | ?
Cn1cc(Cl)cc1C(=O)N1CCCC(c2ccc(C(=O)O)cc2)C1 (stereo not given) | -10%
CN1CCC(N2CCN(C(=O)CCc3ccccc3)CC2)C1=O (stereo not given) | -17%
Cc1cccc(N2CCN(C(=O)Nc3cn(CC(C)C)c(=O)c4ccccc34)CC2)c1C | ?
COc1ccc2nc(SCC(=O)NCCc3ccccc3)[nH]c2c1 | 19%
Cc1ccc(NC(=O)NCC2CCOCC2)c(C)c1 | 7%
COc1cc(/C=N/O)ccc1OCc1ccc(NC(C)=O)cc1 | 15%
CCN1C(=O)COC[C@@H]1[C@H](O)c1ccc(NC(=O)CCc2ccccc2)cc1 | -12%[86.2 µM]
CCN(CC)CCNC(=O)C(=O)NCC(c1cccnc1)N1CCN(c2ccccc2)CC1 (stereo not given) | -11%
O=C(CCN1CCC(c2ccccc2)C1)c1cccc2ccccc12 (stereo not given) | ?
COCCn1c(=O)n([C@H]2CCCN(C(=O)Cc3cccc(F)c3)C2)c2ncccc21 | 21%
CN1C(=O)[C@@H]2C[C@@H](O)CN2C2(CN(CC3CCCCC3)C2)C1=O | 15%[86.2 µM]
Cc1cnc2c(S(=O)(=O)NCCCN3CCCC3)cccc2c1 | -2%
Cc1ccc(C(=O)CC(Nc2ccc(Cl)cc2)c2ccccc2)cc1 (stereo not given) | 15%
COc1ncccc1-c1cc(-c2cn[nH]c2)c2cncn2c1 | ?
CCc1cc(C(c2ccc3c(c2)OCO3)N2CCN(C)CC2)c(NC(=O)c2ccco2)s1 (stereo not given) | ?
CCOc1ccc(C(=O)Nc2cccc(-c3nc4ccccc4o3)c2C)cc1[N+](=O)[O-] | 19%
COc1ccccc1NC(=O)C1=C(C)Nc2nc(-c3ccco3)nn2C1c1cccc(C)c1 (stereo not given) | ?
CCN(CC)CCOC(=O)c1ccc(NC(=O)CCn2c(=O)oc3ccccc32)cc1 | 2%

More structures:
SMILES | KDM5B inh
CNC(=O)N1CCC(C2CCN(C(=O)Cc3ccccc3C)C2)CC1 (stereo not given) | -18%
COc1cc(Cl)ccc1OCc1cc(C(=O)NC(C)Cc2cnccn2)no1 (stereo not given) | 4%
COC(=O)C1=C(C)NC(=O)C1(NC(=O)c1ccc(F)cc1)C(F)(F)F (stereo not given) | 15%
O=C(CSc1nc2ccccc2c(=O)n1-c1ncn[nH]1)Nc1ccccc1 | -3%
CC(C)NC(=O)Cn1ccc2ccc(Cl)cc21 | 10%
CCC(C)NC(=O)C1CCC(CNS(=O)(=O)c2ccc(Cl)cc2)CC1 (stereo not given) | -22%
CCc1cc(=O)oc2cc(OC(C)C(=O)NCCCn3ccnc3)ccc12 (stereo not given) | ?
Cn1c(=O)c2[nH]c(N3CCN(Cc4ccc(F)cc4)CC3)nc2n(C)c1=O | 13%
COc1ccc(CC(=O)N2CCC(Cc3nc(C(C)C)no3)CC2)cc1Cl | 14%
CCN1CCN(C(=O)c2ccc3c(c2)N(Cc2cccc(Cl)c2)C(=O)c2ccccc2S3=O)CC1 (stereo not given) | 8%
CNc1nc2c(s1)C[C@]1(C)CCC([C@H](C)C(=O)N3CCSCC3)[C@H](O)[C@H]1[C@@H]2C (stereo not given in full) | 9%[86.2 µM]
COc1ccc(OC2CCN(C(C)=O)CC2)c(C(=O)N(C)CC2CCCCO2)c1 (stereo not given) | -14%
NC(C(=O)O)c1cccnc1 (stereo not given) | ?
CCn1cnc2cc(NCc3ccc(Cl)cc3)ccc21 | -8%
Cc1ccc(-n2ncc(C(=O)Nc3ccc4c(c3)OCCO4)c2C2CCN(C(=O)OC(C)(C)C)CC2)cc1C | -27%
Clc1ccc(-c2nnc3n2CCN(Cc2cncs2)C3)cc1 | -3%[149 µM]
Oc1c(C(c2cccc(Br)c2)N2CCCC2)sc2nc(-c3ccco3)nn12 (stereo not given) | ?
COc1ccccc1Nc1ncc2c(n1)CN(C(=O)C1CCC(OC)CC1)CCN2 (stereo not given) | -20%[86.2 µM]
Cc1cc(CN2CCc3nn(C)c(=O)n3CC2)n(C)n1 | 24%
O=c1oc2ccccc2cc1-c1nc(-c2ccc(N3CCCCC3)cc2)no1 | 8%
O=[N+]([O-])c1cc(S(=O)(=O)NCCc2ccccn2)ccc1Cl | -10%
COc1ccc(Nc2nc(-c3ccccc3O)nc3ccccc23)c(OC)c1 | -17%
O=C(O)CC(NC(=O)Cc1ccc(Cl)cc1)c1ccc(F)cc1 (stereo not given) | -2%
CCOc1ccc(CC(=O)N2CCC[C@H]2c2nc(-c3ccc(OC)c(OC)c3)no2)cc1OCC | 31%[activator]
CC(C)c1nnc(NC(=O)c2c[nH]c3ccccc3c2=O)s1 | 21%

Carrying on.
SMILES | KDM5B inh
CCCN(CC#Cc1ccccc1)CCC | 13%
c1coc(CN2CCC(NC3CCCN(c4nc5ccccc5s4)C3)CC2)c1 (stereo not given) | 11%
Cc1ccc2c(c1)oc(=O)n2CC(=O)c1ccccc1 | 1%
CCn1c(C(=O)Nc2cc(Cl)ccc2C)cc2sc(Cl)cc21 | ?
CCc1cccc(NC(=O)Cn2c(-c3cnccn3)nc(C)c(C)c2=O)c1 | 16%
CCOc1ccc2c(c1)O/C(=C\c1ccc(OS(C)(=O)=O)c(OC)c1)C2=O | -7%
CN(C)C(=O)C1=NOC2CN(C(=O)C3CC3)CC12 (stereo not given) | 19%[149 µM]
COc1ccc(CCNC(=O)c2ccc3c(Cl)c4c(nc3c2)CCCC4)cc1OC | i
CCOCCCn1c(C)nc2c[n+](CC(=O)c3ccc4ccccc4c3)cc(Br)c21 | -23%
Cc1cccc(NC(=O)C(C)Sc2ccccc2C(=O)NCC(=O)C(C)(C)C)c1 (stereo not given) | 13%
COc1ccc(OCCCn2c(C)nc3cc(C)c(C)cc32)cc1 | -7%
COc1ccc(NC(=O)CCc2c(C)c3ccc(OC)cc3oc2=O)c(OC)c1 | -27%
O=C1C[C@@H]2CCN(C(=O)C3CC3)C[C@@H]2CCN1Cc1ccc2c(c1)OCO2 | 7%[86.2 µM]
COc1ccc(Cl)cc1S(=O)(=O)N1CCN(Cc2cccc(F)c2)CC1 | -10%
NC(N)=N/N=C/c1ccc(-c2ccccc2)cc1 | -20%
CC(=O)Nc1ccc(NC(=O)c2cn(Cc3ccccc3)nc2-c2ccc(Cl)cc2)cc1 | -2%
O=C(Nc1nc(-c2ccncc2)cs1)c1ccc(S(=O)(=O)N2CCCCC2)cc1 | ?
COc1ccc(-c2cccc(NS(=O)(=O)c3ccc(NC(C)=O)cc3)c2)nn1 | -12%
COc1cccc(OCC(=O)c2ccc3c(c2)N(CCCC(=O)N2CCOCC2)C(=O)CO3)c1 | 15%
COc1ccc(-c2noc(C(=O)O)c2[C@@H](C)NC(=O)Cc2ccccc2)cc1 | -15%[86.2 µM]
O=C(c1ccoc1)N1CCCN(c2nnc3ccc(Cl)cn23)CC1 | ?
OC1CCN(c2cc(N3CCOC(c4ccc(F)cc4)C3)ncn2)CC1 (stereo not given) | 29%
CCNC(=O)N1CC(c2noc(COc3ccc(OC)cc3)n2)C1 | 15%
C=CCn1c(=O)c2c(nc(-n3nc(C)c(C)c3C)n2CC)n(C)c1=O | 5%
CCn1nc(C(=O)OCc2nc(-c3ccccc3)no2)c2ccccc2c1=O | 6%

Additional entries:
SMILES | KDM5B inh
O=C(O)C1CCc2nnc(C3CCCN([S+](=O)([O-])c4ccccc4)C3)n21 (stereo not given) | 56µM*
Cn1c(SCC(=O)N2CCc3ccccc32)nnc1-c1cccc(F)c1 | -3%
CCOC(=O)N1CCN(C(=O)c2cc(-c3cccs3)nc3ccccc23)CC1 | ?
COCCn1c(C)cc(O)c(C(c2ccccc2)N2CCCCC2)c1=O (stereo not given) | -25%
Cc1ccc(-c2nc3cc(Cl)ccc3o2)cc1NC(=O)c1ccc([N+](=O)[O-])o1 | -24%
CNC(NC(=O)c1ccc(C)cc1)C(Cl)(Cl)Cl (stereo not given) | 26%
COc1cccc(CNC(=O)c2nn(C)c3c2CS(=O)(=O)c2ccccc2-3)c1 | -4%
c1cc(CNCCCn2ccnc2)ccn1 | 9%
COc1ccc(-c2coc3cc(OCC(=O)NCc4cccc(Cl)c4)ccc3c2=O)cc1 | -20%
Cc1noc(C)c1[S+](=O)([O-])N1CCC(N2Cc3cccn3C2=O)CC1 | 4%
Cc1nc(C)c(CC(=O)Nc2nnc(C)s2)c(=O)[nH]1 | -1%
CCCCNC(=O)C1CC(=O)N(c2n[nH]c3cccc(F)c23)C1 (stereo not given) | ?
CC[N+](CC)(CC#Cc1ccccc1)CC(=O)OC | 10%
CCc1ccc2oc(=O)cc(CN3CCCCC3C)c2c1 (stereo not given) | -26%
Cc1cccc(C(N)=O)n1 | 18%
COc1cc2c(=O)n(Cc3ccccc3Cl)c(=O)n(CC(=O)Nc3ccccc3)c2cc1OC | ?
CCOc1cccc(CN2CCC3(CC2)CC(O)CCO3)c1 (stereo not given) | -14%

An excerpt from above in order of number of heavy atoms, rising.
SMILES | KDM5B inh
Cc1cccc(C(N)=O)n1 | 18%
c1cc(CNCCCn2ccnc2)ccn1 | 9%
CNC(NC(=O)c1ccc(C)cc1)C(Cl)(Cl)Cl (stereo not given) | 26%
CC[N+](CC)(CC#Cc1ccccc1)CC(=O)OC | 10%
CCc1ccc2oc(=O)cc(CN3CCCCC3C)c2c1 (stereo not given) | -26%
CCOc1cccc(CN2CCC3(CC2)CC(O)CCO3)c1 (stereo not given) | -14%
CCCCNC(=O)C1CC(=O)N(c2n[nH]c3cccc(F)c23)C1 (stereo not given) | ?
Cc1noc(C)c1[S+](=O)([O-])N1CCC(N2Cc3cccn3C2=O)CC1 | 4%
COCCn1c(C)cc(O)c(C(c2ccccc2)N2CCCCC2)c1=O (stereo not given) | -25%
Cc1ccc(-c2nc3cc(Cl)ccc3o2)cc1NC(=O)c1ccc([N+](=O)[O-])o1 | -24%
COc1ccc(-c2coc3cc(OCC(=O)NCc4cccc(Cl)c4)ccc3c2=O)cc1 | -20%
COc1cc2c(=O)n(Cc3ccccc3Cl)c(=O)n(CC(=O)Nc3ccccc3)c2cc1OC | ?

Rewritten field by field: entries from further up
CCCCNC(=O)C1CC(=O)N(c2n[nH]c3cccc(F)c23)C1 (stereo not given)
  KDM5B inh = ?
CC[N+](CC)(CC#Cc1ccccc1)CC(=O)OC
  KDM5B inh = 10%

From PubChem
